Wnt bcat act = activates Wnt/beta-catenin signaling in a reporter cell assay; activation, % at 9.35 µM; 300,000 tested, 1.2% active; activator, plate reader; in the data active = activation above about 30%, passing the limit was not always enough; inconclusive = no clear call, values can overlap the other calls;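 note: 0% = neutral control wells and 100% = positive control wells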
PvdQ inh = P. aeruginosa PvdQ acylase inhibition; 340,000 tested, 0.063% active; purified PvdQ acylase, fluorescence plate reader; inhibition, % at 10 µM; in the data active = inhibition above about 30%, passing the limit was not always enough; inconclusive = no clear call, values can overlap the other calls;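 note: 0% = vehicle neutral wells and 100% = reference inhibitor wells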
dFosB activator = mouse delta FosB homodimer activation | P13346 | purified delta FosB, TAMRA-CDK5 oligo fluorescence polarization; percent of positive-control signal above neutral wells | activation, % at 25 µM | 340,000 tested, 0.99% active;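 active = mean activation above about 17%, with every replicate also reaching it, limit read from the data, passing the limit was not always enough; inconclusive = only one of the two conditions met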;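 note: fluorescence polarization rise as delta FosB binds a TAMRA Cdk5 AP-1 oligo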
Target sequence (P13346 whole entry, looked up): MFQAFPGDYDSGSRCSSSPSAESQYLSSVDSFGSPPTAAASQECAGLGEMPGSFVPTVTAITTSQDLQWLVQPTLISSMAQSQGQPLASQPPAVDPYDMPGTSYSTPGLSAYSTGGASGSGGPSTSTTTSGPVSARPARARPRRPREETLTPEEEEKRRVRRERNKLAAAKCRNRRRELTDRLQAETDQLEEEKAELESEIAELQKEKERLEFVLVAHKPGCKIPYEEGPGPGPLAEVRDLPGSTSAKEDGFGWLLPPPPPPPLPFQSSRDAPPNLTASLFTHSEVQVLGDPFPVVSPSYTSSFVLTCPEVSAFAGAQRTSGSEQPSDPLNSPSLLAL
NSD2 inh = blocks human histone methyltransferase NSD2; AID 743445; inhibition, % at 12.5 µM; O96028; 310,000 tested, 0.54% active; NSD2 peptide methylation, AlphaScreen, 120 min; in the data active = inhibition above about 50%
HTR5A ag = activates human HTR5A in OPRM1-OPRD1 agonist counter-screen; P47898; HTR5A agonist assay, luminescence, cell-based; activation, % at 9.3 µM; 340,000 tested, 0.61% active; AID 504692; in the data active = activation mostly above about 9.5%, no sharp cut-off; inactive = mostly below about 7.6%;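 note: 0% = cells with vehicle only and 100% = reference agonist; strong numbers were not always called active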
CDK5 p35 inh = inhibitors of human CDK5/p35 kinase. Q00535+Q15078. Recombinant CDK5/p35, ADP-Glo luminescence, 60 min. inhibition, % at 10 µM. 330,000 tested, 0.01% active;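 active = highest replicate inhibition of at least 50% and at least 75% of replicates reaching 50%; inconclusive = only one of the two criteria met; inactive = both criteria failed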;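 note: plate controls were DMSO neutral control for no effect and GW8510 at 10 µM for full effect; many of its hits are not listed in these tables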
MITF act = increases MITF-driven TRPM1 promoter luciferase signal; activation, % at 12.5 µM; AID 588334; SK-MEL-5 TRPM1-promoter luciferase, 24 h; % of positive control, neutral wells = 0; 300,000 tested, 0.75% active;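 active = mean activation of at least 80% with every replicate also reaching 80%; inconclusive = mean reaches 80% but some replicate falls short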;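 note: 0% = neutral control wells and 100% = parthenolide positive control wells; values of inactives mirror those of a sister screen read the other way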
V-ATPase pH = yeast V-ATPase proton transport regulation by pHLuorin; 350,000 tested, 0.37% active; response, % at 10 µM; AID 504577; S. cerevisiae, pHLuorin cytosolic pH fluorescence; in the data active = response mostly above about 7.3%, no sharp cut-off; inactive = mostly below about 5.4%; note: actives read high; inactives centre near 0; some compounds called inactive have numbers as strong as hits; reference of the scale not given here
SR-BI DiI inh = blocks mouse SR-BI lipid uptake from DiI-HDL. Q61009. ldlA[mSR-BI] CHO cells, DiI-HDL uptake fluorescence, 3 h. inhibition, % at 12.5 µM. 320,000 tested, 0.96% active;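 active = mean replicate inhibition of at least 70% and a set share of replicates each scoring 70 or more; inconclusive = meets just one of the two criteria; inactive = fails both criteria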;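 note: 0% = median of neutral control wells and 100% = median of positive control wells; values of inactives mirror those of a sister screen read the other way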
Target sequence (Q61009 whole entry, looked up): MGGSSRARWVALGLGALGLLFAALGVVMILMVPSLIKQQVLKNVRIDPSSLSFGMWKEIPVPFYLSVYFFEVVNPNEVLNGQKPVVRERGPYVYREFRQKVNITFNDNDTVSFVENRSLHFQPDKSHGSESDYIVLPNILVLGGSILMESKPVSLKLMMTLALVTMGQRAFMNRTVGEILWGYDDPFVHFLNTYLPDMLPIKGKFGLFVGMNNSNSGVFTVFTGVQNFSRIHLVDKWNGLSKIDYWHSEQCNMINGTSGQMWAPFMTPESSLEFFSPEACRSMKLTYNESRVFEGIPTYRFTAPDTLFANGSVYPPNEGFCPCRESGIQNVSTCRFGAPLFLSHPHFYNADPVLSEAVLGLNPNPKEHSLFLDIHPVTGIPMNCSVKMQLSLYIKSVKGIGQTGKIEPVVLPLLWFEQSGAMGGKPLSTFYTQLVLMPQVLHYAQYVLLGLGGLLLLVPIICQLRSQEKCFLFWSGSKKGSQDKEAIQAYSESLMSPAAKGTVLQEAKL
HTR5A inv ag = counter-screen for OPRM1-OPRD1 inverse agonists: human HTR5A inverse agonism. P47898. HTR5A cell line, luminescence. inhibition, % at 9.3 µM. 340,000 tested, 0.083% active; in the data active = inhibition mostly above about 23%, no sharp cut-off; inactive = mostly below about 18%;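 note: 0% = cells with DMSO and 100% = no-cell wells with DMSO; some compounds called inactive have numbers as strong as hits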
The depositor's hits bear a star; ? = inconclusive; / = not tested or not shown.

cpd	SMILES	HTR5A ag	PvdQ inh	V-ATPase pH	CDK5 p35 inh	NSD2 inh	dFosB activator	HTR5A inv ag	Wnt bcat act	MITF act	SR-BI DiI inh
1	O=C(NC(=S)Nc1ccc(Cc2ccncc2)cc1)c1ccccc1Cl	1.9	-6.8	-2.6	0.8	-1.5	-7.7	-21.3	-0.7	7.2	-23.0
2	O=C(NCC(=O)N1CCOCC1)c1ccc(Br)cc1	-8.1	-11.0	1.0	2.0	1.4	4.2	20.8	-1.8	3.8	-12.7
3	Cc1cc(C)n2nc(SC(C)C(=O)Nc3ccc(Cl)cn3)nc2n1 (centres undefined)	-1.4	-13.7	4.5	1.4	32.8	-17.4	3.9	3.7	-0.8	-13.4
4	CCCOc1ccc(CNC(=O)c2ccc3nc(N4CCOCC4)sc3c2)cc1	2.9	-9.1	-0.6	0.1	/	-9.5	-8.5	0.1	/	24.6
5	Cc1ccc(NC(=O)c2cc3c(s2)CCCC3)cc1	2.3	9.0	1.1	2.0	-2.4	-1.9	-6.8	60.6*	147.7*	67.6
6	O=c1nc(NO)ccn1C1CCCO1 (centres undefined)	-0.3	-9.3	-2.4	0.1	-1.7	-7.0	1.3	-4.1	5.9	-15.7
7	CCCCOc1ccc(C(=O)N2CCNC(=O)C2CC(=O)OC(C)C)cc1 (centres undefined)	2.8	-11.3	-0.8	-0.7	-1.9	-4.0	-7.8	0.3	6.5	-20.8
8	CC(=O)N1c2ccc(S(=O)(=O)NCCC(=O)Nc3cccc(Cl)c3)cc2CC1C (centres undefined)	0.6	4.5	-6.8	-0.1	/	-8.8	9.4	-3.3	-3.2	0.7
9	Cc1ccc(CNC(=O)C2(S(=O)(=O)c3ccc(C)cc3)CC2)cc1	-1.3	-3.0	-2.9	2.0	-6.9	-2.8	-2.0	0.8	-1.4	-1.6
10	O=C(COC(=O)c1cccc(S(=O)(=O)N2CCCCCC2)c1)Nc1ccccc1	4.6	-7.9	-4.4	-0.4	-0.7	-3.7	-12.6	0.2	0.0	-0.1
11	COc1ccc(C(=O)c2cn(-c3cccc(Br)c3)nc2C(C)=O)cc1	-1.5	-7.1	-1.7	-2.8	-5.7	1.6	-25.9	0.3	/	-2.9
12	Cc1nonc1CC(=O)NC1CC(C)(C)Cc2c1cnn2-c1ccc(F)cc1 (centres undefined)	3.6	-13.0	4.6	0.2	-0.7	2.9	-6.7	0.3	11.0	5.3
13	Cc1occc1C(=O)N/N=C/c1sc(N2CCOCC2)nc1-c1ccccc1	-6.0	11.7	10.1*	-1.0	-7.4	-8.9	-20.4	-1.3	8.7	-8.5
14	C[C@H](O)[C@H](O)[C@H]1CNc2nc(N)[nH]c(=O)c2N1	-0.2	-2.3	-1.2	-0.1	/	-3.2	-33.4	0.7	-0.4	-0.8
15	CCN(C(=O)CSc1nc(N)cc(=O)[nH]1)c1c(N)n(Cc2ccccc2)c(=O)[nH]c1=O	7.2	-4.7	0.3	2.4	/	-5.5	-18.7	1.0	5.0	-8.8
16	COC(=O)c1ccc(COc2ccc(C)c(C)c2)o1	-1.0	-12.3	-4.3	1.1	1.3	6.4	3.6	2.8	?	-6.2
17	CCOc1ccc(OCC)c(NC(=O)CCNS(=O)(=O)c2cc(Br)cnc2N)c1	3.4	-11.3	4.2	/	2.7	-7.9	-13.6	-5.9	-14.9	19.8
18	CCOc1ccc(CC(=O)NC2CCN(Cc3ccccc3)CC2)cc1	-1.9	-0.3	1.2	0.7	-0.6	1.5	7.1	0.5	-7.7	-2.6
19	O=C(N/N=C/c1c[nH]c2ccc(Br)cc12)c1ccncc1	4.3	19.8	-3.6	-0.1	8.0	-2.3	-15.7	/	-11.6	-19.3
20	CC(C)[C@H](NC(=O)OCc1ccccc1)C(=O)OCC(=O)NC1(C#N)CCCC1	-2.0	-9.0	-1.0	-2.0	/	-8.9	12.7	1.2	13.6	-11.0
21	O=C(c1ccccc1)N1CCC(c2nc(-c3ccc(S(=O)(=O)NCC4CCCO4)cc3)no2)CC1 (centres undefined)	-2.3	-25.8	-0.4	-14.8	-1.2	-12.8	6.1	-9.6	-30.1	6.5
22	COc1ccc(NC(=O)/C=C/C(=O)O)c([N+](=O)[O-])c1	-1.3	-2.8	1.2	0.9	0.3	5.0	10.1	1.5	/	-4.7
23	CCOC(=O)c1sc(-c2ccccc2)cc1NC(=O)CSc1nnnn1C	4.4	-10.0	-4.1	1.0	-1.4	-17.3	5.2	/	10.2	20.5
24	COc1ccc(CC(=O)N(Cc2cc3cc(OC)ccc3[nH]c2=O)C(C)C)cc1	2.7	-2.7	-2.1	-0.2	0.9	-7.0	-8.0	/	-4.2	-37.6
25	Cc1nc([N+](=O)[O-])cn1Cc1cccc2ccccc12	-2.5	-7.9	2.0	0.8	4.4	-5.6	9.4	-0.9	10.8	37.0
26	CCOc1ccc(N2CC(C(=O)NCCc3c[nH]c4ccc(C)cc34)CC2=O)cc1 (centres undefined)	10.8	-4.5	0.3	0.1	1.1	1.3	-45.8	-4.6	-13.3	39.7
27	CCOC(=O)C1CCN(C/C=C/c2ccccc2[N+](=O)[O-])CC1	-2.8	9.5	-2.3	-1.0	3.2	-6.4	10.6	-0.8	/	-14.4
28	Cc1cc(C)c2oc(C(=O)N(Cc3ccccc3)c3ccccn3)cc(=O)c2c1	5.1	-15.3	-4.4	-1.0	-1.8	-1.0	-16.0	-0.9	-2.7	2.0
29	NC(=O)c1cc(-c2ccccc2)sc1NC(=O)CN1CCCCC1	-0.9	-5.9	-0.5	-5.2	4.6	-0.1	4.9	-13.2	16.6	73.1*
30	Cc1cc(C)c(S(=O)(=O)c2ccccc2C)c(N(C)C)n1	4.3	-21.6	-1.9	-2.0	-1.3	-0.3	14.0	/	-2.9	-11.1
31	O=C(O)CCCC(=O)NCCc1ccncc1	4.5	0.3	2.0	-0.6	-3.9	3.9	-33.7	/	-3.2	-11.9
32	COc1ccc(NC(=O)CN(C)C(=O)Cc2ccc(S(=O)(=O)N3CCOCC3)s2)cc1	0.6	19.6	-1.7	0.6	-3.6	-8.2	-1.7	-1.3	-0.7	-4.7
33	O=C(c1nc2n(n1)C(c1ccc(Cl)cc1)C=C(c1ccccc1)N2)N1CCOCC1 (centres undefined)	-1.3	-12.5	0.2	1.9	/	-21.5	-13.7	-4.3	19.1	43.9
34	CC(C(Sc1ccccc1N)c1ccccc1)[N+](=O)[O-] (centres undefined)	3.2	-2.5	4.7	0.4	3.3	-8.4	2.1	-0.5	/	/
35	Cn1cnnc1Sc1ccc(C(=O)OCC(=O)NC2CC2)cc1[N+](=O)[O-]	4.2	5.2	-0.2	2.1	-0.4	3.1	4.2	-0.7	0.5	0.8
36	COc1ccc(N(C)C(=O)CN(C)S(=O)(=O)c2ccc3c(c2)c(=O)n(C)c(=O)n3C)c(OC)c1	5.9	-2.6	-2.4	1.0	0.3	-12.2	-1.3	-4.3	-9.2	-7.3
37	Cc1ccc([N+](=O)[O-])c(OCC(=O)OCC(=O)c2ccccc2)c1	1.4	-9.6	0.0	3.3	-2.5	-1.4	12.4	-0.8	-6.6	-24.3
38	COC(=O)[C@]1(C)N[C@H](CN(C)S(=O)(=O)c2ccc(C)cc2)[C@@H]2C(=O)N(Cc3ccccc3)C(=O)[C@@H]21	-3.5	5.0	0.2	-1.4	/	-4.6	13.0	-0.6	4.9	-14.4
39	CC(=O)OCCNc1cc(SC(C)C)c2nonc2c1[N+](=O)[O-]	-1.8	-6.7	4.9	-0.3	2.3	-3.8	26.4	-4.5	-0.4	-5.8
40	COc1cc(Cl)ccc1OCc1cc(C(=O)N2CCC(N(C)C)C2)no1 (centres undefined)	-0.9	-8.0	3.5	1.2	4.9	-15.7	3.7	-0.5	-4.8	7.4
41	S=c1[nH]nc(-c2ccccc2Br)n1Cc1ccccc1	-8.5	0.6	-0.8	0.6	1.8	-3.1	-4.9	0.2	7.6	-8.4
42	Cc1cccc(Nc2ccc3nonc3c2[N+](=O)[O-])c1C	-2.6	-9.3	0.3	0.1	7.9	-8.8	9.1	0.9	-13.6	27.9
43	CCN(CC)CCNC(=O)c1ccc(NC(=O)c2cc(-c3ccncc3)nc3ccccc23)cc1	2.2	-10.4	4.6	0.9	20.3	-36.5	-5.6	-6.6	-5.8	-11.7
44	COc1cc(OC)c(NC(=O)c2c(-c3ccccc3)noc2C)cc1Cl	7.2	10.7	-8.1	0.5	1.4	-7.6	-19.6	/	14.1	66.7
45	CCN1CCN(C(=S)c2ccc(Br)cc2)CC1	-0.4	-6.1	6.1	-0.7	9.5	-2.4	-13.3	0.0	12.6	-0.2
46	C=CCn1c(=O)/c(=C/c2ccc(C)o2)s/c1=C(/C#N)C(=O)c1ccccc1	6.9	?	-0.2	0.8	/	-5.6	30.2	7.7	12.1	41.5
47	CCOC(=O)C(Sc1cc(-c2ccccc2)nc2ncnn12)C(C)=O (centres undefined)	-5.0	-6.3	2.9	-0.9	-1.4	-1.6	-1.1	1.5	/	-20.9
48	Cc1cc(C)n(-c2ccc(C(=O)NCc3ccc4c(c3)OCO4)cc2)n1	0.0	-7.1	1.0	1.9	1.4	-12.1	-24.9	-0.4	/	-94.4
49	O=C(O)c1ccc(N2CCCC2=O)cc1	2.0	-8.2	-2.5	-1.0	-9.2	5.2	-36.3	0.6	/	6.3

7 entries out of the list, sorted by length of the SMILES, ascending.
cpd	SMILES	HTR5A ag	PvdQ inh	V-ATPase pH	CDK5 p35 inh	NSD2 inh	dFosB activator	HTR5A inv ag	Wnt bcat act	MITF act	SR-BI DiI inh
16	COC(=O)c1ccc(COc2ccc(C)c(C)c2)o1	-1.0	-12.3	-4.3	1.1	1.3	6.4	3.6	2.8	?	-6.2
25	Cc1nc([N+](=O)[O-])cn1Cc1cccc2ccccc12	-2.5	-7.9	2.0	0.8	4.4	-5.6	9.4	-0.9	10.8	37.0
30	Cc1cc(C)c(S(=O)(=O)c2ccccc2C)c(N(C)C)n1	4.3	-21.6	-1.9	-2.0	-1.3	-0.3	14.0	/	-2.9	-11.1
7	CCCCOc1ccc(C(=O)N2CCNC(=O)C2CC(=O)OC(C)C)cc1 (centres undefined)	2.8	-11.3	-0.8	-0.7	-1.9	-4.0	-7.8	0.3	6.5	-20.8
24	COc1ccc(CC(=O)N(Cc2cc3cc(OC)ccc3[nH]c2=O)C(C)C)cc1	2.7	-2.7	-2.1	-0.2	0.9	-7.0	-8.0	/	-4.2	-37.6
15	CCN(C(=O)CSc1nc(N)cc(=O)[nH]1)c1c(N)n(Cc2ccccc2)c(=O)[nH]c1=O	7.2	-4.7	0.3	2.4	/	-5.5	-18.7	1.0	5.0	-8.8
36	COc1ccc(N(C)C(=O)CN(C)S(=O)(=O)c2ccc3c(c2)c(=O)n(C)c(=O)n3C)c(OC)c1	5.9	-2.6	-2.4	1.0	0.3	-12.2	-1.3	-4.3	-9.2	-7.3

From PubChem
